NOD2 inhibition: NOD2 signaling inhibitors, cell-based, luminescence, uHTS, HEK293 (AID 1566) | inhibition, % at 4 µM; hits with a dose series show EC50 in µM | hit rate 0.63% among 290,000 | HEK293 NOD2/NF-kB luciferase reporter, luminescence; higher % means a stronger effect; note: many of its hits are not listed in these tables
AID2073: inhibitors of Mint1-CaV2.2 protein interaction, biochemical, HTRF (AID 2073) | Voltage-dependent N-type calcium channel subunit alpha-1B (Homo sapiens) | HTRF protein-protein interaction, Mint1-CaV2.2; higher % means a stronger effect | inhibition, % at 20 µM, or IC50 in µM where a hit was titrated | hit rate 0.19% among 290,000; in the data active = inhibition mostly above about 51%, no sharp cut-off; note: some results filed as inactive read as strong as hits
NOD1 NF-kB reporter: NOD1 signaling inhibitors, primary screen, cell-based, luminescence, uHTS (AID 1578) | NOD1-driven NF-kB luciferase reporter cells, luminescence; higher % means a stronger effect | hit rate 1% among 290,000 | inhibition, % at 4 µM; hits with a dose series show EC50 in µM; in the data active = inhibition mostly above about 36%, no sharp cut-off; inactive = mostly below about 34%;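 note: HEK-293T reporter cells stimulated with the NOD1 agonist gamma-tri-DAP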
GPR55 activation: GPR55 agonists via beta-arrestin recruitment, primary screen, imaging, U2OS cells, beta-arrestin-GFP redistribution (AID 1961) | activation, % at 10 µM; hits with a dose series show EC50 in µM | U2OS GPR55 beta-arrestin-GFP redistribution imaging; higher % means a stronger effect | hit rate 0.048% among 290,000;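 active = activation above 40% with more than 50 cells counted in the well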;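 note: U2OS osteosarcoma cells stably expressing GPR55 and beta-arrestin-GFP; plate controls were DMSO negative control for no effect and LPI positive control for full effect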
KOR beta-arrestin-1: KOR agonists, beta-arrestin recruitment, primary screen, cell-based, luminescence, uHTS (AID 1777); KOR beta-arrestin recruitment, luminescence; higher % means a stronger effect; activation, % at 10 µM, or EC50 in µM where a hit was titrated; hit rate 0.02% among 280,000; in the data active = activation above about 50%, passing the limit was not always enough; note: a part of the inactive calls stands beside numbers as strong as those of hits
Dynein transport: inhibitors of GR-EGFP nuclear translocation, primary screen, dynein cargo transport inhibitor project, imaging, high-content, 3617.4 mouse cells | hit rate 0.47% among 220,000 | z-score, hits read low | test concentration mostly 20 µM; stimulated with dexamethasone, 1 µM; stronger effect = lower value | AID 1381, 2008;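 active = plate z-score of nuclear minus cytoplasmic receptor signal below a set negative limit, without overly bright fluorescence or cell loss, cut at about -3.5 in these data, passing the limit was not always enough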;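 note: z-score of nuclear minus cytoplasmic ring GR-EGFP intensity difference per well; some compounds called inactive have numbers as strong as hits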
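Buffer or medium: tet-free, stripped-serum medium; Also added: dexamethasone, 1.0 µM final; Technique: high-content fluorescence imaging after fixation; Times: 48 h induction, 1 h compound, 30 min dex at 37 °C; Read-out: per-cell GR-EGFP intensity, nucleus versus surrounding cytoplasmic ring, well-averaged.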
KOR beta-arrestin-2: KOR antagonists, beta-arrestin recruitment, cell-based, luminescence, uHTS (AID 1778); Kappa-type opioid receptor (Homo sapiens); KOR beta-arrestin recruitment, luminescence, antagonist mode; higher % means a stronger effect; inhibition, % at 10 µM, or IC50 in µM where a hit was titrated; hit rate 0.091% among 290,000; note: strong numbers were not always called active
P. falciparum M17LAP: P. falciparum M17LAP inhibitors, primary screen, biochemical, fluorogenic H-Leu-NHMec substrate, 1536-well (AID 1619); Leucine aminopeptidase (Plasmodium falciparum (isolate 3D7)); recombinant M17LAP, H-Leu-NHMec fluorogenic kinetic assay; higher % means a stronger effect; inhibition, % at 30 µM; hits with a dose series show IC50 in µM; hit rate 0.38% among 220,000;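 active = compound inhibiting the enzyme by more than half at any dose during confirmatory dose-response retesting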;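 note: plate controls were full reaction with DMSO carrier for no effect and no enzyme background for full effect; strong numbers were not always called active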
P. falciparum M1AAP: P. falciparum M1AAP inhibitors, biochemical, fluorogenic H-Leu-NHMec substrate, 1536-well (AID 1445); recombinant M1AAP, H-Leu-NHMec fluorogenic kinetic assay; higher % means a stronger effect; hit rate 0.42% among 220,000; Aminopeptidase N (Plasmodium falciparum (isolate 3D7)); one-dose inhibition, % at 30 µM; IC50 in µM for titrated hits;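 active = primary inhibition above the hit cutoff, then over 50% inhibition at one or more dose response concentrations, cut at about 23% in these data, passing the limit was not always enough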;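 note: plate controls were DMSO full reaction for no effect and no enzyme background for full effect; strong numbers were not always called active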
Dynein transport cytoplasmic EGFP: further read-out of Dynein transport, marked with its call; z-score; measured here: cytoplasmic GR-EGFP intensity; stronger effect = higher value
Dynein transport nuclear GR-EGFP: further read-out of Dynein transport, marked with its call; z-score; measured here: nuclear GR-EGFP intensity;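 lower value marks the stronger effect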
Dynein transport cell count: recorded beside Dynein transport, whose call it bears; z-score; measured here: cell count per field
* = called active by the depositor; / = no result given; [ ] = dose if it differs, or a comment. Cut-off read from the data, not from the text of the source, unless noted: active = inhibition above about 50%; inactive = the rest. Some of the compounds tested; the hit share may differ from the screen's.

1: CCN(CC)c1ccc(S(=O)(=O)N2CCOCC2)cc1NC(=O)COC(=O)COc1ccccc1C
2: COCCCNC(=O)c1c(NC(=O)c2cccs2)sc2c1CCCC2
3: O=C(NCc1cccnc1)c1ccc(N2CCOCC2)c([N+](=O)[O-])c1
4: Cc1occc(=O)c1OC(=O)Nc1ccc(Cl)c(Cl)c1
5: O=C(Nc1ccccc1N1CCCCC1)c1ncoc1-c1cccc(F)c1
6: COCCn1c(SCC(=O)NCc2ccccc2)nnc1-c1ccco1
7: O=C(NN1C(=O)/C(=C/c2ccc(O)cc2)SC1=S)c1ccccc1O
8: CC(=O)N1c2ccc(S(=O)(=O)N3CCC(C(=O)NCc4ccccc4)CC3)cc2CC1C (stereo not drawn)

screen / no.	1	2	3	4	5	6	7	8
P. falciparum M17LAP	/	3%	3%	8%	3%	-8%	/	/
Dynein transport cell count	/	-0.054	0.77	-1.4	-0.35	0.46	/	/
NOD2 inhibition	-4%	33%	15%	-3%	5%	19%	-3%	22%
KOR beta-arrestin-1	-4.3%	-1.5%	-3.6%	3.3%	2.2%	-3.8%	1.0%	0.2%
Dynein transport cytoplasmic EGFP	/	-0.18	-0.28	-0.15	-0.81	-0.28	/	/
P. falciparum M1AAP	/	6%	0%	-2%	-1%	-3%	/	/
GPR55 activation	-0.1%	-0.1%	-0.1%	-0.2%	0.0%	0.1%	-0.1%	-0.2%
NOD1 NF-kB reporter	-23%	24%	-3%	0%	-2%	-1%	-11%	-12%
AID2073	-1%	15%	2%	9%	22%	9%	19%	4%
Dynein transport	/	-0.85	-0.51	1.1	0.042	-0.59	/	/
KOR beta-arrestin-2	4%	20%	8%[20 µM]	14%	1%	32%	20%	-19%
Dynein transport nuclear GR-EGFP	/	-0.21	-0.41	2.2	-0.12	-0.1	/	/

9: Cc1onc(-c2ccccc2Cl)c1C(=O)N1CCN(C=O)CC1
10: O=C(Nc1ccc2c(c1)OCO2)c1sc2cc(Cl)ccc2c1Cl
11: NS(=O)(=O)c1ccc(NC(NC(=O)c2cccnc2)C(Cl)(Cl)Cl)cc1 (stereo not drawn)
12: CCC(=O)Nc1nnc(SCC(=O)NCCc2ccc(OC)c(OC)c2)s1
13: N[C@@H](Cc1ccccc1)C(=O)N1CCC(C(=O)NCC(=O)NCC(=O)O)CC1
14: COc1ccc(CNC(=O)c2c(O)c3cc(OC)c(OC)cc3[nH]c2=O)cc1OC
15: CCCOc1ccc(Cn2c(O)cc(=O)[nH]c2=O)cc1
16: CCC(C)NC(=O)Cn1ccc2cc(S(=O)(=O)N3CCCCCC3)ccc21 (stereo not drawn)
17: Cc1ccccc1NC(=O)CSc1nnnn1C
18: CCOC(=O)C1(CCc2ccccc2)CCN(C(=O)c2ccoc2)CC1
19: Cc1cc(C)cc(OCC(=O)NN2C(=O)c3ccccc3C2=O)c1

screen / no.	9	10	11	12	13	14	15	16	17	18	19
P. falciparum M17LAP	/	-3%	/	0%	/	/	57%	/	1%	-5%	14%
Dynein transport cell count	/	0.48	/	-0.45	/	/	0.85	/	0.92	0.37	-1.2
NOD2 inhibition	15%	-25%	7%	15%	10%	-6%	15%	18%	0%	1%	13%
KOR beta-arrestin-1	0.6%	0.5%	3.8%	-1.9%	1.6%	-0.7%	-0.4%	2.4%	7.9%	-0.8%	3.0%
Dynein transport cytoplasmic EGFP	/	-0.28	/	-0.2	/	/	-0.22	/	-0.19	-0.058	-0.21
P. falciparum M1AAP	/	-4%	/	-2%	/	/	8%	/	11%	-2%	7%
GPR55 activation	0.0%	-0.1%	0.5%	-0.1%	0.0%	-0.2%	-0.2%	-0.2%	0.1%	0.1%	-0.2%
NOD1 NF-kB reporter	16%	-34%	5%	-15%	-5%	-15%	/	-21%	-10%	-28%	-34%
AID2073	5%	12%	11%	4%	1%	74%	5%	-7%	-2%	6%	-5%
Dynein transport	/	-0.44	/	-0.61	/	/	-0.83	/	-1	0.36	-0.021
KOR beta-arrestin-2	-30%	-14%	-53%[20 µM]	-14%[20 µM]	-19%	-11%	35%	-2%	-16%	-5%	-9%
Dynein transport nuclear GR-EGFP	/	-0.24	/	0.33	/	/	-0.19	/	-0.51	0.14	-0.35

An excerpt from above in order of heavy-atom count, smallest number first.
17: Cc1ccccc1NC(=O)CSc1nnnn1C
15: CCCOc1ccc(Cn2c(O)cc(=O)[nH]c2=O)cc1
9: Cc1onc(-c2ccccc2Cl)c1C(=O)N1CCN(C=O)CC1
19: Cc1cc(C)cc(OCC(=O)NN2C(=O)c3ccccc3C2=O)c1
18: CCOC(=O)C1(CCc2ccccc2)CCN(C(=O)c2ccoc2)CC1
16: CCC(C)NC(=O)Cn1ccc2cc(S(=O)(=O)N3CCCCCC3)ccc21 (stereo not drawn)
13: N[C@@H](Cc1ccccc1)C(=O)N1CCC(C(=O)NCC(=O)NCC(=O)O)CC1
14: COc1ccc(CNC(=O)c2c(O)c3cc(OC)c(OC)cc3[nH]c2=O)cc1OC

screen / no.	17	15	9	19	18	16	13	14
P. falciparum M17LAP	1%	57%	/	14%	-5%	/	/	/
Dynein transport cell count	0.92	0.85	/	-1.2	0.37	/	/	/
NOD2 inhibition	0%	15%	15%	13%	1%	18%	10%	-6%
KOR beta-arrestin-1	7.9%	-0.4%	0.6%	3.0%	-0.8%	2.4%	1.6%	-0.7%
Dynein transport cytoplasmic EGFP	-0.19	-0.22	/	-0.21	-0.058	/	/	/
P. falciparum M1AAP	11%	8%	/	7%	-2%	/	/	/
GPR55 activation	0.1%	-0.2%	0.0%	-0.2%	0.1%	-0.2%	0.0%	-0.2%
NOD1 NF-kB reporter	-10%	/	16%	-34%	-28%	-21%	-5%	-15%
AID2073	-2%	5%	5%	-5%	6%	-7%	1%	74%
Dynein transport	-1	-0.83	/	-0.021	0.36	/	/	/
KOR beta-arrestin-2	-16%	35%	-30%	-9%	-5%	-2%	-19%	-11%
Dynein transport nuclear GR-EGFP	-0.51	-0.19	/	-0.35	0.14	/	/	/

Compound activity from PubChem.
